# PAFAH2 FP inh = PAFAH2 enzyme inhibitors, primary screen, biochemical, fluorescence polarization, human; Platelet-activating factor acetylhydrolase 2, cytoplasmic (Homo sapiens), Q99487; recombinant PAFAH2, FP-rhodamine activity probe; inhibition, % at 3.39 µM; hit rate 0.99% among 340,000;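 active means inhibition above the mean over all tested compounds plus 3 SD, cut at about 30% in these data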;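 further: inhibitors block probe labeling of enzyme so polarization drops; 0% = enzyme with DMSO and 100% = wells lacking PAFAH2 protein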
# LYPLA1 inh = LYPLA1 inhibitors, primary screen, counter-screen for PME1 inhibitor project, biochemical, fluorescence polarization, FP-Rh probe ABPP. recombinant LYPLA1. inhibition, % at 5.9 µM. hit rate 0.16% among 320,000;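 active means inhibition above the mean of all tested compounds plus 3 SD, set per campaign, cut at about 14% in these data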;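 further: inhibitors block serine hydrolase probe labeling of LYPLA1 so polarization falls; 0% = enzyme with DMSO and 100% = wells lacking LYPLA1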
# Target sequence (O75608 whole entry, looked up): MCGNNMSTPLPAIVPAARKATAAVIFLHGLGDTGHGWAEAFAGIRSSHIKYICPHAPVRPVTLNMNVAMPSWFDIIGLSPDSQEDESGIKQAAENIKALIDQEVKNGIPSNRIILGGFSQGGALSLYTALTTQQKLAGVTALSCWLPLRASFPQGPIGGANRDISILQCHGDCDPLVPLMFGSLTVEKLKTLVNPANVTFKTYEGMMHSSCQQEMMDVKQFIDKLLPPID
# ZTA DNA inh = ZTA (EBV) inhibition in EBNA-1 counter-screen; P03206; ZTA-DNA binding, fluorescence polarization; inhibition, % at 11 µM; hit rate 0.15% among 320,000; in the data active means inhibition above about 33%
# Target sequence (P03206 whole entry, looked up): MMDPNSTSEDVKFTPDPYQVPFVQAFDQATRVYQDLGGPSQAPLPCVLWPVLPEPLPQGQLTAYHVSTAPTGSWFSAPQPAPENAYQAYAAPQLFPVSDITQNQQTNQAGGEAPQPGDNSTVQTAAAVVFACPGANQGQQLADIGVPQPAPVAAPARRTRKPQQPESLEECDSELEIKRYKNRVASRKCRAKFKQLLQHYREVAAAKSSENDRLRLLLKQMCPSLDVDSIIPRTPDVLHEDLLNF
# GSTO1 inh = inhibitors of recombinant GSTO1, primary screen, counter-screen for RBBP9 inhibitor project, biochemical, fluorescence polarization; Glutathione S-transferase omega-1 (Homo sapiens), P78417; activity-based probe fluorescence polarization; inhibition, % at 5.96 µM; hit rate 1.1% among 300,000;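 active means inhibition above the campaign mean inhibition plus 3 SD, cut at about 35% in these data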;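 further: 0% = GSTO1-1 with DMSO and 100% = wells lacking GSTO1-1 enzyme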
# EBNA-1 inhibitor = EBNA-1 DNA-binding inhibitors, primary screen, biochemical, fluorescence polarization | inhibition, % at 14.8 µM | hit rate 0.34% among 300,000 | AID 1950, 2009; in the data active means inhibition above about 28%
# PAD4 FP inh = human PAD4 inhibitors, primary screen, biochemical, fluorescence polarization, 1536-well format. Protein-arginine deiminase type-4 (Homo sapiens), Q9UM07. recombinant PAD4, RCA probe fluorescence polarization. inhibition, % at 6.36 µM. hit rate 0.41% among 330,000. AID 485272, 2010;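 active means percent inhibition above a cutoff equal to the mean of all tested compounds plus 3 SD, cut at about 15% in these data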;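 further: 0% = PAD4 with RCA probe and DMSO and 100% = probe without PAD4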
# LYPLA2 inh = LYPLA2 inhibitors, primary screen, counter-screen for PME1 inhibitor project, biochemical, fluorescence polarization, FP-Rh probe ABPP; Acyl-protein thioesterase 2 (Homo sapiens), O95372; recombinant LYPLA2; inhibition, % at 5.9 µM; hit rate 0.38% among 320,000; AID 2177, 2009;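 active means inhibition above the screen-wide mean plus 3 SD, limit set per campaign, cut at about 26% in these data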;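 further: 0% = LYPLA2 with DMSO and 100% = wells lacking LYPLA2 enzyme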
# Target sequence (O95372 whole entry, looked up): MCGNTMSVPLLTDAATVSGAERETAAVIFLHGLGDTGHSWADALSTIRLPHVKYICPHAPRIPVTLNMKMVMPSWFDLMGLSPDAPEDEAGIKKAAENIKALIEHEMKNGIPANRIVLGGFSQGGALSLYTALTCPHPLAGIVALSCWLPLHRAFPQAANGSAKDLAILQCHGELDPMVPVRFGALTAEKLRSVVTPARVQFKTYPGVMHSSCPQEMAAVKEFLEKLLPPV
# PAFAH1B3 FP inh = PAFAH1B3 enzyme inhibitors, primary screen, biochemical, fluorescence polarization, human; hit rate 0.28% among 340,000; recombinant PAFAH1B3, FP-rhodamine probe; inhibition, % at 3.39 µM; AID 492972, 2010;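 active means inhibition above the screen-wide average of all tested compounds plus 3 SD, cut at about 25% in these data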;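 further: 0% = enzyme with DMSO only and 100% = wells lacking PAFAH1B3 protein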
# Target sequence (Q15102 whole entry, looked up): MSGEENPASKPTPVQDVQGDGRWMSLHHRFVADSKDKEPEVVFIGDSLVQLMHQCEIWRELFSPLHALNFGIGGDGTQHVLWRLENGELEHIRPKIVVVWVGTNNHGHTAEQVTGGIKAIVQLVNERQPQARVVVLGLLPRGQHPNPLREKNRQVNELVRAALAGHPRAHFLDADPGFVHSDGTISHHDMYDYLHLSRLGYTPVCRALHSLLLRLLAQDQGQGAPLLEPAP
# PREPL inhibitor = PREPL enzyme inhibitors, primary screen, biochemical, fluorescence polarization; hit rate 0.68% among 320,000; inhibition, % at 5.96 µM; recombinant PREPL, fluorescence polarization activity-based probe; AID 2751, 2010; in the data active means inhibition above about 43%;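 further: 0% = enzyme with DMSO and 100% = wells lacking enzyme; many of its hits are not listed in these tables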
# An asterisk follows results filed as active; . = not tested or not shown. An excerpt; count on the stated rates, not on these rows.
SMILES,PAFAH2 FP inh,LYPLA1 inh,ZTA DNA inh,GSTO1 inh,EBNA-1 inhibitor,PAD4 FP inh,LYPLA2 inh,PAFAH1B3 FP inh,PREPL inhibitor
CC(=O)N1CCN(C(=O)CCNS(=O)(=O)c2ccccc2)CC1,8,1,1,.,.,-5,-7,0,10
O=C(CCSc1nnc2ccccn12)Nc1ccc2c(c1)OCO2,6,1,-4,0,-1,-6,0,8,2
CC1CCN(CCCNC(=O)c2coc3nc4ccccc4nc23)CC1,-3,-3,-1,-12,-10,-9,-2,-3,13
O=C(CCCCCn1c(=S)[nH]c2cc3c(cc2c1=O)OCO3)N1CCN(Cc2ccccc2)CC1,-3,2,-1,7,37*,-6,6,4,7
CCCNC(=O)c1cc2cc([N+](=O)[O-])ccc2s1,6,-4,-13,7,-10,-1,5,4,14
O=C(CSC1=NC(=O)C(c2ccccc2)C(=O)N1)Nc1ccccc1Cl (stereo not drawn),10,2,0,6,7,11,-3,2,-7
O=C(C[C@@H]1C/C=C\C[C@H](NC(=O)OCC2c3ccccc3-c3ccccc32)C(=O)OC[C@@H]2CCCN2C1=O)NCCO,2,.,.,.,.,3,.,4,15
COc1ccc(/C=C2\N=C(c3ccccc3)N(c3ccc(C(=O)O)cc3)C2=O)cc1OC,8,2,-11,-8,-1,-1,10,11,-4
COc1cc(/C=N/Nc2ccccc2)ccc1OC(=O)c1cccs1,.,0,7,12,10,-2,6,.,34
O=C(N/N=C/c1ccco1)c1ccncc1,0,-1,-2,0,16,0,-1,-1,9
Cc1cccc(C(=O)NNC(=O)C23CC4CC(CC(C4)C2)C3)c1O,31*,-5,3,18,4,-2,-3,5,5
Cc1cc(C(=O)NNC(=O)c2cccs2)nn1C(C)(C)C,-9,2,-4,0,10,3,2,3,-2
COc1ccc(NC(=O)c2ccco2)cc1NC(=O)c1c(F)c(F)c(OC)c(F)c1F,-2,3,-14,-1,-9,-1,4,-6,9
Cc1ccc(CN2CCN(Cc3cnc(C)s3)CC2CCO)cc1 (stereo not drawn),-2,0,-3,3,-17,-1,-4,5,2
CCC(C)c1c(O)nc(SCc2ccccc2)[nH]c1=O (stereo not drawn),-3,2,-1,-2,-5,-3,5,11,6
Cc1ccc(NC(=O)CN2C(=O)C(=O)N(C3CCCC3)C2=O)c(Cl)c1,-12,-7,-2,.,.,0,-7,-4,16
Cc1nn2c(-n3ccnc3)c3c(nc2c1-c1ccccc1)CCC3,-2,-5,11,-11,-5,-7,-7,0,2
Cc1cc(NC(=O)CSc2nnc(-c3ccncc3)n2N)ccc1Br,-1,-3,2,-2,3,-1,0,-6,6
Cc1ccc(OCC(=O)c2ccc3c(c2)CCCC3)cc1C,-2,-1,-4,10,-2,3,6,-5,8
CCOC(=O)C1(Cc2ccccc2C(F)(F)F)CCN(Cc2ccon2)CC1,3,-1,-3,4,-9,0,3,0,5
CC(C)Oc1ccccc1C1NC(=O)CCC1[N+](=O)[O-] (stereo not drawn),-7,-2,0,6,-14,-4,-4,5,7
Cc1sc2ncnc(N3CCC(C(=O)NNC(=O)c4ccc(Cl)cc4)CC3)c2c1C,-3,0,6,-7,13,-2,5,-1,4
O=C1c2ccccc2C(Nc2ccccc2)N1c1cccnc1 (stereo not drawn),7,3,3,6,4,2,-1,5,-22
COc1cccc(CNC(=O)CCC2CCCN(C(=O)CCC(F)(F)F)C2)c1 (stereo not drawn),4,-1,16,5,4,0,-4,2,-12
CCCCc1ccc(NC(=S)N2CCC(O)CC2)cc1,-8,-5,16,3,6,-4,-3,5,-7
O=C(Nc1ccccc1N1CCN(C(=O)c2ccccc2)CC1)c1ccc2c(c1)OCO2,-1,-7,9,1,0,-8,-3,7,6
Cc1noc(NS(=O)(=O)c2ccc(N/C=C\C(=O)c3ccccc3)cc2)c1C,1,3,-5,-7,-3,-1,8,6,2
CN1CCCN(C(=O)c2cc3c(s2)CCCC3)CC1,-1,-1,3,0,10,-1,7,1,3
O=C(N/N=C/c1ccc(O)cc1O)c1ccncc1,-10,4,12,6,5,-1,1,8,7
COCCNc1nnc(Cc2ccc(Cl)cc2)c(=O)[nH]1,1,-3,-16,-2,1,0,2,11,-5
COc1ccccc1OCc1nnc(SCC(=O)Nc2ccc(N3CCOCC3)cc2)n1C,3,-1,4,1,-7,1,-3,10,0
Cc1cc(C)nc(N2CCC(CNC(=O)CCc3ccccc3)CC2)n1,-2,3,1,0,2,-1,6,1,3
COc1ccc(-n2nc3c(c2NC(=O)CCCCl)CSC3)cc1,3,3,-11,9,6,1,0,7,0
COc1ccc(OC)c(C2/C(=C(/O)c3ccccc3)C(=O)C(=O)N2Cc2ccco2)c1 (stereo not drawn),-3,-3,2,2,15,-8,3,-3,3
N#Cc1cnn(Cc2ccccc2)c1/N=C/N1CCOCC1,4,-1,-20,5,-3,-5,1,5,16
COC(=O)Cc1c(C)nc2nc(-c3ccc(C)cc3)[nH]n2c1=O,-4,1,-5,-8,-6,2,8,6,5
Cc1ccc(S(=O)(=O)/N=C(/Nc2cccc(O)c2)c2ccccc2)cc1,2,-4,8,-1,1,-1,0,0,-4
Cc1cccc(OCC(=O)Nc2ncn[nH]2)c1C,2,1,7,5,4,5,5,5,-10
Cc1cccc(C)c1OCCNC(=O)c1ccc2ccccc2n1,-10,-3,-4,2,3,-5,-5,4,-16
Cc1ccccc1OCCn1c(=O)oc2ccccc21,-2,1,-1,-3,-6,1,19,5,-7
CCCN(CCC)C(=O)CCS(=O)(=O)c1cccc2nsnc12,2,1,-8,8,10,2,2,11,28
Cc1ccsc1C(=O)OCC(=O)Nc1c(C)n(C)n(-c2ccccc2)c1=O,5,0,-9,2,0,-6,-2,-2,-8
Cc1onc(-c2ccccc2)c1C(=O)OCc1nnc(-c2ccc([N+](=O)[O-])cc2)o1,-5,0,-18,.,.,3,28*,8,18
COC(=O)c1c(-c2ccccc2)csc1NC(=O)c1ccco1,-5,6,2,1,-4,5,7,9,7
CSc1ccc(S(=O)(=O)N(CC(=O)NCc2ccccn2)c2ccc(C)cc2)cc1,-1,2,-19,4,2,4,5,1,5
CCOC(=O)C(=CNc1cccc(N)n1)C(=O)OCC,7,4,-40,-2,7,0,5,13,2
Cc1[nH]c(=O)nc2c1CCC2,4,3,-2,6,1,-2,-2,10,0
Cc1ccc(-n2c(=O)cc(N3CCN(C(=O)c4ccco4)CC3)[nH]c2=O)cc1,-11,-2,8,1,-2,-5,-6,-4,7
O=C(CCS(=O)(=O)Cc1ccccc1F)N1CCc2ccccc2C1,-1,0,6,9,0,3,6,4,-13
COc1ccc(-c2nc(CS(=O)CC(=O)N3CCN(C)CC3)c(C)o2)cc1OC (stereo not drawn),7,-1,17,4,2,-3,-5,6,-3
CN1CCN(c2ncc(CN3C(=O)c4ccccc4C3=O)s2)CC1,0,0,5,-3,-1,-1,1,4,21
COc1ccc(C)cc1NC(=O)C1CCCN1S(=O)(=O)c1ccccc1F (stereo not drawn),3,1,0,.,.,0,7,2,5
S=C1NCN(C2CCCCC2)CN1Cc1ccccc1,5,1,5,4,-9,-1,4,9,2
c1ccc(N2CCN(c3nc4cc5c(cc4s3)OCO5)CC2)cc1,2,2,10,7,-6,5,9,-5,19
CC(NCC(=O)Nc1ccccc1C(=O)NC1CC1)c1cccs1 (stereo not drawn),-3,.,.,.,.,2,.,10,5
O=C(NC1(C(=O)NC2CCCCC2)CCCCC1)c1ccccn1,-5,0,1,-4,4,-5,5,-5,0
Cc1csc(SCC(=O)Nc2cccc(S(=O)(=O)N3CCCC3)c2)n1,1,0,4,-1,9,1,-5,8,-8
Cc1cc(=O)[nH]c(SCC(=O)N2CCCc3ccccc32)n1,1,1,2,-2,3,0,5,12,11
O=C(CNc1cccc(C(F)(F)F)c1)N/N=C/c1ccccc1C(=O)O,-8,-2,8,5,3,3,4,7,-8
CC[C@@]1(C(=O)OC)N[C@H](CN(C)S(=O)(=O)c2ccc(OC)cc2)[C@@H]2C(=O)N(C)C(=O)[C@@H]21,4,.,.,.,.,0,.,1,15

# Quoted from the listing.
# Cc1csc(SCC(=O)Nc2cccc(S(=O)(=O)N3CCCC3)c2)n1 @ ZTA DNA inh: 4
# CCOC(=O)C(=CNc1cccc(N)n1)C(=O)OCC @ PREPL inhibitor: 2

# Next section.
SMILES,PAFAH2 FP inh,LYPLA1 inh,ZTA DNA inh,GSTO1 inh,EBNA-1 inhibitor,PAD4 FP inh,LYPLA2 inh,PAFAH1B3 FP inh,PREPL inhibitor
C/C(=N\NC(=O)C(=O)Nc1cc(Cl)ccc1Cl)c1ccncc1,2,-1,-7,0,7,-2,-2,4,-4
CC(C)n1c(SCc2ccc(Cl)cc2)nc2c1c(=O)[nH]c(=O)n2C,-1,-1,11,-10,3,-4,-2,3,27
O=C(CCC(=O)c1cccs1)NCC(c1ccc(F)cc1)N1CCOCC1 (stereo not drawn),10,2,4,.,.,-7,0,1,9
CSc1ccccc1NC(=O)CSc1nncs1,4,-2,2,-3,-1,-2,1,3,1
Cc1ccc(C=Nc2ccccc2C(N)=O)cc1,-10,0,19,2,2,-2,-4,-15,4
C/C(=N\NC(=O)COc1ccccc1[N+](=O)[O-])c1cccc(NC(=O)c2ccncc2)c1,6,-5,-12,-13,-6,-4,-6,3,-1
CC(CNC(=O)CN1C(=O)COc2ccc(S(=O)(=O)N3CCCCC3)cc21)c1ccccc1 (stereo not drawn),2,1,-5,5,-22,0,-3,4,5
Cc1ccc2cc(S(=O)(=O)NCCCN3CCOCC3)ccc2c1,7,-1,12,-5,3,-6,-6,6,0
CCCn1nnnc1SCC(=O)Nc1cccc(NC(=O)c2ccco2)c1,5,-1,9,-3,-9,-6,-3,3,-7
Cc1cc(C)c(OCCOCCN(C)C)c(Br)c1,-3,0,2,0,8,-1,-2,6,-32
CCC/C(O)=C1\C(=O)CC(c2ccccc2)CC1=NC (stereo not drawn),8,-3,-1,3,0,5,7,5,15
COc1cccc(/C=N/Nc2nc(C)cc(=O)[nH]2)c1OC,6,-3,-8,-2,-21,-7,4,8,2
C=CCNC(=S)N1CCN(C2CCCCC2)CC1,1,2,7,4,11,-2,4,4,9
COc1cccc(-n2c(=O)c3c(C)c(C(=O)N(C)C)sc3n(CC(=O)NCC3CCCO3)c2=O)c1 (stereo not drawn),5,1,-2,2,9,-1,5,5,1
O=C(C(Cl)Cl)N1CCN(c2ccccn2)CC1,1,3,-5,3,-5,1,-4,-1,-10
COc1ccc(C(=O)Nc2c(Cl)cc(Cl)cc2C(=O)N2CCC(C)CC2)cc1,-1,2,6,0,4,0,-1,3,2
Cc1csc(NC(=O)c2ccoc2C)n1,3,-4,-5,-3,4,3,0,3,-7
CC(=O)c1ccc(N(C(=O)Cc2c[nH]c3ccccc23)C(C(=O)NC2CCCCC2)c2cccs2)cc1 (stereo not drawn),-2,-9,-10,-19,0,-17,-9,4,12
Nc1[nH]nc2ncc3cc4ccccc4nc3c12,1,3,-7,6,1,-6,-3,1,39
CCOC(=O)c1ccc(-c2csc(NC(=O)CN3CCC(C)CC3)n2)cc1,-5,1,-12,-1,43*,-1,-1,-2,-3
